p97 ATPase inh: inhibitors of human p97 ATPase, primary screen, biochemical. Transitional endoplasmic reticulum ATPase (Homo sapiens), P55072. recombinant p97 ATPase, Kinase-Glo ATP luminescence, 3 h. inhibition, % at 8 µM. hit rate 0.42% among 220,000. AID 1481, 2009; in the data active = inhibition above about 15%;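 note: 0% = DMSO vehicle and 100% = wells lacking enzyme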
FXIIa inh: human FXIIa protease inhibitors, primary screen, biochemical, 1536-well; Coagulation factor XII (Homo sapiens), P00748; purified FXIIa, Boc-QGR-AMC fluorogenic substrate, 2 h; hit rate 0.3% among 220,000; inhibition, % at 5 µM; in the data active = inhibition above about 40%;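 note: 0% = enzyme with no compound and 100% = blank without enzyme; many of its hits are not listed in these tables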
Target sequence (P00748 20-372 limits assumed): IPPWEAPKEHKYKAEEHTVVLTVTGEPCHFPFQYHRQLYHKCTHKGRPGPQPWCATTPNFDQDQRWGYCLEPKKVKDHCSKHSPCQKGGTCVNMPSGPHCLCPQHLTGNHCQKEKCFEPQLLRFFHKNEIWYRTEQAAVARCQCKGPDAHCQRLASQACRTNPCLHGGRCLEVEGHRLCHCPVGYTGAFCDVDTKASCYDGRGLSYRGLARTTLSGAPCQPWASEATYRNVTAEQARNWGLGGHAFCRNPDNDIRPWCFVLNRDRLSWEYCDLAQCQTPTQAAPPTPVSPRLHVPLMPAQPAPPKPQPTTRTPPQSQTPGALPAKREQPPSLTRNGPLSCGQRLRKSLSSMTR
Target sequence (P00748 373-615 limits assumed): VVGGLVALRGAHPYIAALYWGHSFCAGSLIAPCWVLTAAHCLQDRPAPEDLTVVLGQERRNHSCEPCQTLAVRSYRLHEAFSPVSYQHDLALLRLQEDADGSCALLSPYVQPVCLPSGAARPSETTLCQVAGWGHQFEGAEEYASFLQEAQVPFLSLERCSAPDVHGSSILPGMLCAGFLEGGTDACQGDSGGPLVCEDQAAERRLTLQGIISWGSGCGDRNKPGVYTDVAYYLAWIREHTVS
thrombin 1536: human alpha-thrombin inhibitors, primary screen, counter-screen for coagulation protease inhibitor project, biochemical, 1536-well, fluorogenic AMC substrate; Prothrombin (Homo sapiens), P00734; Boc-VPR-AMC fluorogenic substrate cleavage; inhibition, % at 5 µM; hit rate 0.26% among 220,000; AID 1046, 2008;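 active = inhibition at or above 40%; inactive = inhibition below 40%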;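 note: 0% = enzyme with no compound and 100% = wells without enzyme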
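Material: human alpha-thrombin enzyme / Medium: pH 7.5 Tris (50 mM) with NaCl 150 mM, Tween 20 0.05% / Compound: single-point dosing at 5 µM, 0.2% DMSO / Incubation: enzyme reaction carried out at room temperature / Detection: AMC fluorescence, 355/460 nm / Read-out basis: percent inhibition scaled between no-compound controls and no-enzyme blanks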
PERK inhibitor: block of dimerizer-induced PERK translation repression, primary screen, PERK inhibitor project, CHO PERK-DD cells, SEAP luminescence, HTS; Eukaryotic translation initiation factor 2-alpha kinase 3 (Homo sapiens), Q9NZJ5; CHO PERK-DD fusion, SEAP luminescence translation reporter; inhibition, % at 5.6 µM; hit rate 0.17% among 220,000; AID 1416, 2008;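 active = inhibition above the mean inhibition of all tested compounds plus 3 SD, set separately per screening campaign, cut at about 2.9% in these data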;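 note: PERK kinase domain activated by AP20187 dimerizer at 100 nM; 0% = DMSO with dimerizer and 100% = rapamycin at 8.4 µM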
KCC2 mod: KCC2 cotransporter modulators, thallium flux, primary screen, cell-based, HEK293 KCC2, FluoZin-2 fluorescence, MLSMR; Solute carrier family 12 member 5 (Homo sapiens), Q9H2X9; KCC2 cells, thallium flux FluoZin-2 fluorescence; B-score of Tl+ flux slope (higher = more flux/activation; lower = inhibition) at 10 µM; hit rate 2.2% among 190,000; AID 1456, 2008;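 active = thallium flux slope and its plate-corrected score both differing from the plate sample mean at a set confidence after two filtering rounds, in either direction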;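 note: slope of fluorescence scaled to starting intensity during 10 to 20 s after thallium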
KLK5 inh: human KLK5 protease inhibitors, primary screen, biochemical, 1536-well | recombinant hK5, fluorogenic AMC substrate cleavage | Kallikrein-5 (Homo sapiens), Q9Y337 | inhibition, % at 5 µM | hit rate 0.59% among 210,000 | AID 873, 2007;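 active = inhibition of 40% or more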;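 note: 0% = enzyme controls without compound and 100% = no-enzyme blanks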
Target sequence (Q9Y337 67-293 limits assumed): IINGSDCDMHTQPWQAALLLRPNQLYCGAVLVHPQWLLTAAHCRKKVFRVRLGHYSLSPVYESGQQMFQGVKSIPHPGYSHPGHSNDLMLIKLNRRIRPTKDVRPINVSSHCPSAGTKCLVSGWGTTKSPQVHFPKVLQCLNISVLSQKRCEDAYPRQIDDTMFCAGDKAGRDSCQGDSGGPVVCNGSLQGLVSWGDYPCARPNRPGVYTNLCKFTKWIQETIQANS
Furin inhibitor: human furin inhibitors, primary screen, biochemical, fluorescence intensity | P09958 | purified furin, fluorogenic substrate cleavage | inhibition, % at 30 µM | hit rate 0.061% among 220,000; in the data active = inhibition above about 25%; note: inactives centre near -15
Wee1 stabilizer: Wee1 degradation inhibitors, primary screen, cell-based, HeLa, Wee1K328M-luciferase, luminescence | AID 1321, 2008 | HeLa Luc-Wee1K328M stability; 100% = proteasome inhibitor MG132 effect | reporter increase, % at 5 µM | Wee1-like protein kinase (Homo sapiens), P30291 | hit rate 1.2% among 220,000;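 active = activation above the mean of all tested compounds plus 3 SD, set per screening run, cut at about 8.8% in these data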;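 note: cells exposed to compound for 20 h before luminescence read; 0% = DMSO alone and 100% = MG132 at 30 µM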
FXIa inh 1536: human FXIa protease inhibitors, primary screen, biochemical, 1536-well | purified FXIa, Boc-Glu-Ala-Arg-AMC fluorogenic substrate | inhibition, % at 5 µM | hit rate 0.14% among 220,000;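 active = inhibition of at least 40%; inactive = inhibition below 40%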;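 note: fluorescence of freed AMC excited at 355 nm; 0% = enzyme without compound and 100% = no enzyme blank; many of its hits are not listed in these tables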
The depositor's hits bear a star; i = inactive; nt = not tested or not shown; [ ] = another dose, or the depositor's remark. An unsorted share of the library; any-hit rate near 4.4%.

SMILES	p97 ATPase inh	FXIIa inh	thrombin 1536	PERK inhibitor	KCC2 mod	KLK5 inh	Furin inhibitor	Wee1 stabilizer	FXIa inh 1536
O=C(/C=C/c1ccccc1)Nc1scc(-c2ccccc2)c1C(=O)O	6.2	2.5	-8.2	1.5	-7.05*	0.0	-23.9	-0.9	-1.9
S=C(NCC1CCCO1)N1CCN(Cc2ccccc2Cl)CC1 (stereo not drawn)	-3.5	4.9	-1.3	-0.8	-3.27	3.1	-8.0	-0.3	-4.3
CCOC(=O)c1c(CN(C)C)n(-c2ccc(C)cc2)c2cc(Br)c(O)cc12	-2.0	10.2	-6.4	0.1	0.0311	-19.0	-16.2	-1.5	7.1
CCOc1ccccc1NC(=O)NC1CCN(CC(=O)Nc2ccc3c(c2)OCCO3)CC1	-2.3	4.8	-3.0	-1.5	-0.743	4.3	-25.1[20 µM]	1.9	2.2
CCc1nc(C)cn1S(=O)(=O)c1cc(Cl)c(OC)cc1Cl	1.9	10.6	30.7	0.0	-1.91	13.3	-22.8[20 µM]	-1.0	2.9
O=C1CCN(c2ccc([N+](=O)[O-])cc2F)CC1	-0.8	7.2	-5.5	0.1	0.321	-0.7	-13.0	-1.1	3.7
O=C(Nc1sc2c(c1C(=O)NCc1cccnc1)CCCC2)c1ccco1	-1.6	1.6	-3.4	-0.6	0.992	-23.6	-14.5[20 µM]	1.2	-11.5
Cc1nc2ccc(NC(=O)C3COc4ccccc4O3)cc2s1 (stereo not drawn)	3.6	14.4	2.3	0.3	nt	-0.3	-23.2	1.6	0.7
CC1CCN(CCCNC(=O)c2ccc(Cn3c(=S)[nH]c4ccc(Br)cc4c3=O)cc2)CC1	1.0	9.4	-8.3	0.3	-0.869	-4.7	-11.1	-1.0	3.2
Cc1ccc(NC(=O)NC(=O)c2cnccc2C(F)(F)F)c(C)c1	0.8	9.3	1.1	0.6	-1.21	-3.7	-8.6	-1.2	-1.5
CCOC(=O)C1=C(CSc2nc(C)ccc2C#N)OC(N)=C(C#N)C1c1cccc(OC)c1OC (stereo not drawn)	-5.3	-5.4	-14.3	-1.3	-1.87	7.0	-12.6	3.7	6.2
CCOc1ccc(-n2nc(C(=O)N3CCN(CC)CC3)c3ccccc3c2=O)cc1	-0.9	11.0	0.1	-0.3	0.957	-11.9	-15.1[20 µM]	9.6*	3.3
O=C(COC(=O)Cc1ccc(Cl)cc1Cl)Nc1ccccc1OC(F)F	-10.8	-3.5	-6.6	-0.2	0.0904	-7.1	-2.8	8.4	-5.2
Cc1ccc(C(=O)C(C)OC(=O)C2CC(=O)N(C3CCCCC3)C2)cc1 (stereo not drawn)	-1.1	12.1	1.0	0.9	nt	-6.0	-9.0	-1.7	-0.5
CC(=O)Nc1ccc(Oc2cc(NC(C)=O)cc([N+](=O)[O-])c2)cc1	3.5	8.1	-5.4	0.3	-1.06	-2.5	-19.9	3.0	-1.9
CC(C)NC(=O)Cn1cc(C(=O)COc2ccccc2)c2ccccc21	-3.7	3.8	-8.3	0.0	0.682	1.2	-18.2	-2.2	-0.7
CCc1c(C)c(C#N)c2nc3ccccc3n2c1-n1nc(C)cc1C	-2.7	0.6	-3.9	-1.1	-0.695	-9.7	-10.3	0.0	-6.4
O=C(COC(=O)CNC(=O)c1ccc(Cl)cc1Cl)Nc1ccc(N2CCOCC2)cc1	2.8	6.1	0.1	1.0	0.0123	1.0	-29.8	3.9	-0.4
Cc1cc(C)cc(NC(=O)CSc2nc3[nH]ncc3c(=O)[nH]2)c1	1.1	1.6	-7.9	0.7	-1.52	-10.4	-15.7	2.2	-5.9
O=C(COc1ccccc1Br)N1CCN(c2ccccc2)CC1	-2.5	5.2	4.3	-0.7	-1.97	9.0	-5.6[20 µM]	-2.4	-3.2
CC1CN(C(=O)c2ccc(COCC(F)(F)F)o2)CC(C)O1 (stereo not drawn)	3.0	-0.6	-20.7	0.1	0.933	2.3	-13.2[20 µM]	-2.1	0.2
COc1cccc(C(=O)Nc2ccccc2C(=O)N2CCCC2)c1	1.4	2.4	-4.2	-0.1	0.286	-23.4	-14.4[20 µM]	1.4	-15.4
O=S(=O)(c1ccc(N2CCC(c3ccc(Cl)cc3)=N2)cc1)N(CCO)CCO	-2.2	-91.8	-66.3	0.1	-0.686	i	-49.7[20 µM]	11.2*	-53.7
Cc1ccc(-c2ccc(C(=O)O)c(C)n2)cc1	-1.6	10.9	-3.2	-0.7	-0.15	-9.6	-25.9	-1.2	1.1

Reformatted: entries from further up.
Values in the order: p97 ATPase inh	FXIIa inh	thrombin 1536	PERK inhibitor	KCC2 mod	KLK5 inh	Furin inhibitor	Wee1 stabilizer	FXIa inh 1536
CC1CN(C(=O)c2ccc(COCC(F)(F)F)o2)CC(C)O1 (stereo not drawn)
 : 3.0	-0.6	-20.7	0.1	0.933	2.3	-13.2[20 µM]	-2.1	0.2
CC(C)NC(=O)Cn1cc(C(=O)COc2ccccc2)c2ccccc21
 : -3.7	3.8	-8.3	0.0	0.682	1.2	-18.2	-2.2	-0.7

Continued.
SMILES	p97 ATPase inh	FXIIa inh	thrombin 1536	PERK inhibitor	KCC2 mod	KLK5 inh	Furin inhibitor	Wee1 stabilizer	FXIa inh 1536
Cc1ccc(CC(NC(=O)c2ccccc2)C(=O)NCC(=O)O)cc1 (stereo not drawn)	-0.9	1.7	-7.0	0.3	nt	0.5	-16.5[20 µM]	-1.6	-26.4
CCOCCCn1c(SCC(=O)NC(C)C)nc2ccccc2c1=O	1.1	10.7	-14.8	0.2	0.732	-9.9	-12.9	2.3	-7.0
CCN(CC)CCNC(=O)c1c(O)c2cc(OC)c(OC)cc2[nH]c1=O	-1.2	3.6	-1.8	-0.5	1.29	12.8	-68.8	1.0	5.9
CCN(CC)S(=O)(=O)c1cccc(C(=O)N2CCCCC2)c1	-0.3	6.4	-8.5	0.6	-0.0267	-6.2	-21.5[20 µM]	2.0	2.2
CCSc1ncc(C#N)c(N)n1	-7.1	-18.8	-3.9	-0.6	0.7	-11.4	-8.4[20 µM]	1.4	-4.3
CC1CCCCN1C(=O)Cn1cnc2cc([N+](=O)[O-])ccc2c1=O (stereo not drawn)	-4.6	7.3	-4.7	-0.1	-0.3	-1.6	-4.0	1.5	2.8
O=C(COc1ccc(Cl)cc1Cl)N1CCCCCC1	-0.1	9.8	3.9	0.1	-1.41	-4.7	-4.1	4.3	3.8
FC(F)Oc1ccc(/C=N/NC(=S)Nc2cc(C(F)(F)F)ccc2Cl)cc1	-1.7	8.5	-1.3	1.1	nt	-10.2	-12.3	0.2	-1.8
CC(NC(=O)Nc1ccc(Cl)c(Cl)c1)C(c1ccccc1)N1CCOCC1 (stereo not drawn)	3.7	0.4	-9.7	-1.4	-2.52	-17.0	-11.0	-1.0	-2.5
C/C=C/C(=O)Nc1cccc(C2=NOC3(C2)C[C@@H](C(N)=O)N(C(=O)c2cc([N+](=O)[O-])cc([N+](=O)[O-])c2C)C3)c1 (stereo partly drawn)	nt	10.5	-2.3	nt	0.623	-0.7	-19.0	nt	-0.5
O=C(O)c1cc(Cl)nc2ccccc12	7.0	7.5	-1.1	-0.2	0.12	0.2	-15.7	2.5	2.9
Cc1ccc2[nH]c3c(=O)n(N)c(=O)[nH]c3c2c1	3.6	4.6	-4.2	1.7	nt	-4.5	-20.7	0.3	-0.9
Cc1nnsc1NC(=O)OCCCl	2.0	15.5	-13.1	0.3	-0.0122	1.9	-18.6[20 µM]	-1.7	17.2
CCc1ccc2nc(SCC(=O)Nc3ccccc3N3CCOCC3)c(C#N)cc2c1	-7.2	3.2	-3.4	0.7	0.827	-1.1	-20.4	-1.7	-3.2
COc1ccccc1C1C(C#N)=C(N)N(c2cccnc2)C2=C1C(=O)CC(C)(C)C2 (stereo not drawn)	11.0	3.0	-4.0	-0.6	-0.014	-5.8	11.9[20 µM]	-0.2	-7.8
C=CCNC(=S)NNC(=O)c1ccc(=O)n(Cc2ccccc2)c1	3.8	5.7	-5.5	1.1	0.908	-4.7	-13.9	-1.4	4.1
CC(C)(C)NC(=O)c1cccc(NC(=O)c2ccc(NC(=O)c3ccco3)cc2)c1	4.5	4.9	-2.0	-0.6	0.471	0.4	-11.7[20 µM]	1.2	-7.8
O=C(c1ccco1)N(CCC(c1ccccc1)c1ccco1)Cc1ccco1 (stereo not drawn)	3.1	-6.0	-7.5	-0.2	-0.0746	20.6	-11.2	-2.0	-13.9
O=C(Nc1cccc(S(=O)(=O)NC2=NCCCCC2)c1)c1cccnc1Cl	6.3	3.3	-6.0	2.5	-0.035	-2.3	-17.6	-2.0	0.8
COc1ccc(O)c(-c2cc(-c3cccc(Br)c3)n[nH]2)c1	8.6	12.9	0.7	-0.7	-0.471	0.3	-17.5	6.9	-1.3
COC(=O)c1sccc1NC(=O)c1ccc(OC)cc1	-2.1	9.7	-0.3	0.0	-0.761	8.2	-18.5[20 µM]	-2.0	1.5
Clc1cccc(/C=N/Nc2ncnc3ccccc23)c1	1.4	1.8	4.2	-0.4	-0.583	5.2	-6.2	2.6	7.3
Cc1n[nH]c(C)c1S(=O)(=O)N1CCCC(C(=O)N2CCc3ccccc32)C1 (stereo not drawn)	1.4	15.0	2.9	-0.6	nt	-6.7	-22.8	-3.3	8.0
O=C(Nc1nnc(-c2cccs2)o1)C1CC1	1.9	3.0	1.6	1.6	-0.266	4.7	-20.9	3.9	5.0
CSc1ncccc1C(=O)OCC(=O)NC(=O)NCCC(C)C	-8.8	3.0	-7.3	-0.4	-0.314	5.1	-10.0	-2.0	-0.9
O=C(c1ccc(NS(=O)(=O)c2cccs2)cc1)N1CCCCC1	7.7	20.6	12.4	0.7	1.18	-11.1	-4.9[20 µM]	0.0	14.5
CCOC(=O)c1cc(C)n(-c2ccc(Cl)cc2)c1C	-1.1	5.1	-0.5	0.4	-0.753	4.2	-24.7	0.3	-2.4
Cc1c(N=Cc2nc3ccccc3[nH]2)c(=O)n(-c2ccccc2)n1C	-2.0	15.2	5.4	-0.3	-0.695	2.7	-24.1	-0.9	5.8
O=C(O)c1cccc(N/C(=N\S(=O)(=O)c2ccccc2)c2ccccc2)c1	2.9	7.1	0.6	1.1	1.24	7.4	-24.1	4.3	1.8
Cc1ccc(S(=O)(=O)N2CCC(=O)N(CCOCc3cccc(C(F)(F)F)c3)CC2)cc1	-2.3	12.2	3.9	-0.5	0.147	-4.9	-1.1	-0.5	7.2
c1ccc(N2OCC3Cn4c(nc5ccccc54)C32)cc1 (stereo not drawn)	nt	9.9	9.1	nt	-1.46	6.5	-12.3	nt	5.6
Cc1nc2c(C#N)c(C)[nH]n2c(=O)c1Cc1ccccc1	4.5	-8.8	-6.2	2.0	-0.585	-11.1	-15.8	1.1	-14.2

Screening results: PubChem BioAssay, several laboratories
